Screening results deposited in PubChem by National Center for Advancing Translational Sciences (NCATS).
KDM5B inhibitor – inhibitors of human KDM5B histone demethylase; Q9UGL1; KDM5B demethylase, FDH-coupled NADH fluorescence (FDH is formaldehyde dehydrogenase); Potency, µM (highest dose often 57.7 µM), for inactives: at the top dose activity change, negative = inhibition, usual class: inhibitors; 2.6% of 220,000 active; AID 1347165; active = well fitted inhibition curve with a large enough effect; inconclusive = small, poorly fitted or top-dose-only effect; inactive = no such curve, though single readings can be large or run the other way; note: 0% is about no effect; nearly all actives have a fitted effect of over 70% in size
Target sequence (Q9UGL1 whole entry, looked up): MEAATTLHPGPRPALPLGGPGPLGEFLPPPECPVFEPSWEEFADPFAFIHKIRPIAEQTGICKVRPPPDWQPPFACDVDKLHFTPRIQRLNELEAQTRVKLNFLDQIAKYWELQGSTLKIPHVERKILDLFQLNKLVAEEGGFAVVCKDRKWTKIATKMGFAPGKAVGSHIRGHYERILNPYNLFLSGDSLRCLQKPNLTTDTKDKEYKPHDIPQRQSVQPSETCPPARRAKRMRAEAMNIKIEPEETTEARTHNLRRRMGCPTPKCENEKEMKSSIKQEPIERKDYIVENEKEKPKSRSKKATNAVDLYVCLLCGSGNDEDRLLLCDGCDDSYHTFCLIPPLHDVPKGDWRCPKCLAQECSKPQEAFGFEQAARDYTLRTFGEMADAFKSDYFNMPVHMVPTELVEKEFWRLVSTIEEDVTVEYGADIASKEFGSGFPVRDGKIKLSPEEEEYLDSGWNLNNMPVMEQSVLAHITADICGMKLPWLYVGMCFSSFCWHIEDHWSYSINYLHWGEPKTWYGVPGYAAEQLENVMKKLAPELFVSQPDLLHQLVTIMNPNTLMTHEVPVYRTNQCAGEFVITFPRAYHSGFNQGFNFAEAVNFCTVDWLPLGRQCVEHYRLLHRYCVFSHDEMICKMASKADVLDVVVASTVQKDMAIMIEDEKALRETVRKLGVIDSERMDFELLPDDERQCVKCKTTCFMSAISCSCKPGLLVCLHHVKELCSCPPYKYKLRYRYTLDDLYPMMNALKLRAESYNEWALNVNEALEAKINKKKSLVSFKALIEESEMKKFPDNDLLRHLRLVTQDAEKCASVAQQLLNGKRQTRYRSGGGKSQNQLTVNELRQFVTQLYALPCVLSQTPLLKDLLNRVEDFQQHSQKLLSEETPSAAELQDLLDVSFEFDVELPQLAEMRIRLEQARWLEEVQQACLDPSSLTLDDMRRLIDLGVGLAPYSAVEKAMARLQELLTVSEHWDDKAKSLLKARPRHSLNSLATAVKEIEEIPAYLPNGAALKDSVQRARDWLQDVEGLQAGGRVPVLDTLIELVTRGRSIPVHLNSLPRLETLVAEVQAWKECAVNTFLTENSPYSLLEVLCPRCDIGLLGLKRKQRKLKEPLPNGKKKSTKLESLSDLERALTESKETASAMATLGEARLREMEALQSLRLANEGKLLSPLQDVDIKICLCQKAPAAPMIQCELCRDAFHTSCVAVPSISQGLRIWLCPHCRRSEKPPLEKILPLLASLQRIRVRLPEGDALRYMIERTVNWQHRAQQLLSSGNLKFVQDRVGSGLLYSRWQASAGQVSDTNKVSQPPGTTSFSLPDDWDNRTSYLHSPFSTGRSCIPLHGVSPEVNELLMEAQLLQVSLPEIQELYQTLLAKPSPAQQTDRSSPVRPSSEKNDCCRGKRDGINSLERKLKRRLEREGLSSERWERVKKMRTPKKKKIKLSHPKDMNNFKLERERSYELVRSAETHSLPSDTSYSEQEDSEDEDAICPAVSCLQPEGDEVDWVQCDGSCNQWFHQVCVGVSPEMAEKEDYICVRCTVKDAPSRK
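Here, H3K4me3 peptide (12.5 µM in substrate mix) is demethylated by KDM5BΔAP, 200 nM final, after 10 min compound exposure. Formaldehyde product is coupled through FDH (0.25 U/mL in mix) to NADH fluorescence; 30-min ΔRFU feeds dose-response curves.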
Numbers without * were called inactive; ? = inconclusive; [ ] = another dose, or the depositor's remark. Potency is the fitted concentration of half-maximal effect. Not all compounds are listed (hit frequency here may not be typical).

| Compound | KDM5B inhibitor |
| --- | --- |
| CN(C)Cc1nnc(C2CCCN(C(=O)C3(N)CCNCC3)C2)n1C (stereo not given) | 15.0% |
| Cc1cn2nc(C(=O)N3CCC(C(=O)Nc4ccccc4)CC3)cc2c(=O)[nH]1 | ? |
| Cc1ccccc1C(=O)N[C@H]1[C@H](O)[C@H](O)C[C@@H]1c1ccc(N2CCOCC2)nc1 | 31.6µM* |
| CCOc1ccc(OCCC(=O)OCC(=O)Nc2c(F)cccc2F)cc1 | -14.8% |
| CCC(CC)C(=O)N1CC(C(=O)N(C)C)C2(CCOCC2)C1 (stereo not given) | -9.7% |
| CC(C)[C@H](NC(=O)OCc1ccccc1)C(=O)OCc1cc(=O)oc2cc(O)ccc12 | ? |
| O=c1[nH]c(O)c(C=Nc2ccc(Cl)cc2Cl)c(=O)[nH]1 | ? |
| CCC(=O)Nc1cccc(-c2nc3cc(OC)ccc3o2)c1 | ? |
| O=C(Cn1ncc2c3ccccc3n(Cc3ccc(Cl)cc3)c2c1=O)NCc1cccs1 | -8.2% |
| O=S(=O)(c1ccc(F)cc1)N1CCCC(CN2CCCC2)CC1 (stereo not given) | -28.7% |
| CCNC(=O)N1CCc2cc(OC)c(OC)cc2C1CNC(=O)c1ccccc1C (stereo not given) | 20.8% |
| CC(C)c1ccc(-c2csc(NC(=O)Cn3cnc4c3c(=O)n(C)c(=O)n4C)n2)cc1 | 6.8% |
| COc1cc(C(=O)Nc2ccc3c(c2)N(C2CCCC2)C(=O)c2ccccc2S3)cc(OC)c1OC | ? |
| CCCCc1ncc(-c2nccn2Cc2noc(CC(C)C)n2)[nH]1 | -9.3% |
| COC(=O)c1ccc(OCC2c3cc(OC)c(OC)cc3CCN2C(=O)c2ccccc2F)cc1 (stereo not given) | -8.1% |
| COc1ccccc1-c1noc(-c2ccc(N(C)Cc3ccccc3)c([N+](=O)[O-])c2)n1 | 7.6% |
| COc1ccccc1N1CCN(c2ncc3c(n2)CCCC3=O)CC1 | -5.1% |
| COc1cccc(-n2cc(C(=O)Oc3cccc(C(F)(F)F)c3)c3ccccc3c2=O)c1 | -19.0% |
| CCC(C)C1Nc2ccc(C(=O)NCc3ccc4c(c3)OCO4)cc2NC1=O (stereo not given) | -0.5% |
| CCCC(=O)Nc1ccc(CNCc2c(C)cc(C)cc2C)cc1 | 18.1% |
| Cc1ccc(-c2ncc(C(=O)Nc3ccc(F)c(F)c3)c(-c3ccncc3)n2)cc1 | -29.1% |
| CCNc1c(NC(=O)Nc2ccc(CC)cc2)c(=O)oc2ccccc12 | -10.4% |
| CCSc1nc2c([nH]c3ccccc32)c(=O)n1-c1ccc(F)cc1 | -13.7% |
| CC1(C)C(=O)N(Cc2ccccc2)[C@H]2CN(Cc3ccncc3)C[C@H]2[S+]1(=O)[O-] | -12.1%[86.2 µM] |
| Cc1c(-c2ccccc2)oc2c(C(=O)N3CCC3)cccc2c1=O | 0.1% |

Continuation.
| Compound | KDM5B inhibitor |
| --- | --- |
| COc1ccc(N(Cc2cccs2)C(=O)c2ccc(OCC(C)C)cc2)cc1 | -17.8% |
| COc1ccc(N2CCN(c3ncccc3-c3nc(-c4ccccc4C)no3)CC2)cc1 | -12.7% |
| CC(C)CCN(C)Cc1cccn1C | 3.8%[115 µM] |
| CCOC(=O)COc1ccc(C)cc1C(=O)c1ccn2nc(-c3ccccc3)cc2n1 | -26.8% |
| CCOC(=O)c1cc(-c2ccc(C)cc2)n(CCC(=O)Nc2ccc(C(C)C)cc2)c1C | ? |
| CCN(CC)C(=O)CSc1nc2ccc(NC(=O)c3ccc(C)cc3)cc2s1 | ? |
| Nc1ccc(/C=C/c2ccc([N+](=O)[O-])cc2)cc1 | 20.9% |
| O=C(CCc1c[nH]c2ccccc12)N1CC2CC(C1)[C@H]1CCCC(=O)N1C2 (stereo not given in full) | 4.3% |
| Cc1cccc(N(CC(=O)Nc2cccc(Cl)c2C)S(C)(=O)=O)c1C | -17.6% |
| CC1CCN(C(=O)COc2ccc(Cl)cc2C(N)=O)CC1 | 11.1% |
| COc1cccc(CC(=O)N2CCC3(CC2)CC(N(C(=O)NC(C)C)C2CC2)CCO3)c1 (stereo not given) | -4.5% |
| CC1CCN(C(=O)Cn2cc(SCc3cccc(F)c3)c3ccccc32)CC1 | -29.5% |
| COc1ccc(-c2nc(/C=C/C(=O)NC(C)C3CC4CCC3C4)cs2)cc1 (stereo not given) | ? |
| Cc1ccc(CCNC(=O)CCS(=O)(=O)c2cc3c(cc2Cl)NC(=O)CO3)cc1 | 15.6% |
| CN(Cc1cccc(Cl)c1)Cc1cc(=O)n2c3c(sc2n1)CCCC3 | 308.1%[activator] |
| O=C(NCc1cccnc1)C1CCN(Cc2cc3ccccc3n2Cc2ccccc2)CC1 | -6.5% |
| COc1ccc2[nH]c3c(c2c1)CCNC31CCN(C(=O)c2ccco2)CC1 | -12.2% |
| O=C(c1c(OCC2CC2)cc(=O)n2c1CCOCC2)N1CCCCCC1 | -16.6% |
| COc1ccc(-c2[nH]nc3ncc(-c4cccc(N(C)C)c4)nc23)c(C)c1 | -9.4%[86.2 µM] |
| COc1ccc(NC(=O)CCc2c[nH]c3ccccc23)c(OC)c1 | 16.6% |
| CSc1cccc(NC(=O)C2CCN(C(=O)c3ncn4c3COC(c3ccc(F)cc3)C4)CC2)c1 (stereo not given) | 7.9% |
| Cc1cc(OCC(=O)OCC(=O)NCC2CCCO2)ccc1Cl (stereo not given) | 29.7% |
| COCC1CN(C2CCC2)CC12CCN(C(=O)C1CCC1)CC2 (stereo not given) | -22.7% |
| O=S(=O)(c1ccc(NC(=S)NCc2cccnc2)cc1)N1CCCCC1 | 21.6% |
| COc1ccc(S(=O)(=O)N2CCCOC2CNC(=O)C(=O)NCCCN2CCOCC2)cc1C (stereo not given) | -4.2% |

Further records follow:
Structure,KDM5B inhibitor
Cc1ncc(CN2CCC(C3(c4cccnc4)NC(=O)NC3=O)CC2)[nH]1 (stereo not given),-16.6%
CCOc1ccc2c(n1)CCN(C(=O)Nc1cc(C)ccc1C)C2,-23.1%
COc1cc(C)ccc1OCCSc1nc2ccc(NC(=O)c3ccc4c(c3)OCO4)cc2s1,?
CCCc1nn2c(=O)cc(COC(=O)c3ccccc3NC(=O)C3CCCCC3)nc2s1,?
O=C(Cc1ccccc1)N1CCNc2cnc(Nc3ccccc3)nc2C1,?
COCC1CN(Cc2ccc(Cl)cc2)CC12CCNCC2 (stereo not given),?
CCCNC(=O)C1CCCN(Cc2ccc(C(F)(F)F)cc2)C1 (stereo not given),-2.3%
CN(C)c1nc(N)nc(CSc2ccccc2Cl)n1,14.6%
CCCNc1cc(N2CCC(CCC(=O)N3CCN(c4cccc(C)c4)CC3)CC2)ncn1,6.9%
CCOCCCNC(=O)N1CC(c2nnc(-c3ccncc3)o2)C2(CCOCC2)C1 (stereo not given),-10.6%
CC(C)n1ncc2cc(C(=O)N3CCCCc4ccccc43)cnc21,6.9%
CN1CCN(C(=O)CC[C@@H]2CNC(=O)[C@@H]3C[C@H](NC(=O)c4ccccc4)CN23)CC1,11.1%[86.2 µM]
CCOc1ccc(C(=O)Nc2ccc3nc(NC(C)=O)sc3c2)cc1OCC,?
Cc1cc(C)c(Cn2c3ccccc3c3cnn(CC(=O)NC4CCC(C)CC4)c(=O)c32)c(C)c1 (stereo not given),?
Cc1ccccc1NC(NC(=O)c1ccccc1C)C(Cl)(Cl)Cl (stereo not given),2.2%
COc1cc(C2=NOC(C(=O)Nc3cc(C)nn3-c3ccccc3)C2)cc(OC)c1OC (stereo not given),6.1%
O=C(c1ccc(-c2ccccc2)cc1)N(Cc1cccs1)C1CC1,-10.2%
O=C(CN1CCN(c2ncccn2)CC1)N1N=C(c2cc3ccccc3o2)CC1c1ccco1 (stereo not given),?
COc1ccc(CNC(=O)CSC2=NC3(CCCCC3)N=C2c2cccs2)cc1,?
NC(=O)c1ccc(C(=O)N2CCC(c3nc4cc(Cl)ccc4o3)CC2)cc1,-10.2%

Overlap with the part before: 6 entries, followed by the next part.
Structure,KDM5B inhibitor
Cc1ccccc1NC(NC(=O)c1ccccc1C)C(Cl)(Cl)Cl (stereo not given),2.2%
COc1cc(C2=NOC(C(=O)Nc3cc(C)nn3-c3ccccc3)C2)cc(OC)c1OC (stereo not given),6.1%
O=C(c1ccc(-c2ccccc2)cc1)N(Cc1cccs1)C1CC1,-10.2%
O=C(CN1CCN(c2ncccn2)CC1)N1N=C(c2cc3ccccc3o2)CC1c1ccco1 (stereo not given),?
COc1ccc(CNC(=O)CSC2=NC3(CCCCC3)N=C2c2cccs2)cc1,?
NC(=O)c1ccc(C(=O)N2CCC(c3nc4cc(Cl)ccc4o3)CC2)cc1,-10.2%
CC(=O)N1CCc2c(nc(-c3cccnc3)nc2NCc2cc(C)on2)C1,-23.7%
CCCCN(CC)C(=O)c1cn[nH]c1-c1ccc(Cl)cc1,-15.6%
CS(=O)(=O)Cc1ccc(C(=O)NCC2(N3CCCCC3)CCCCC2)cc1,?
CN1CCCCCCN(S(=O)(=O)c2ccccc2)[C@H]2CCC[C@H]2C1=O,6.7%
CCOC(=O)c1c(NC(=O)CSc2nc(-c3ccc(OC)cc3)cc(C(F)(F)F)n2)sc(C)c1C,?
CN(C)C(=O)C1CCc2nnc(-c3ccc(Cl)cc3Cl)n21 (stereo not given),-20.4%[149 µM]
COc1cc(OC)cc(C(=O)NCCCCc2ccccc2)c1,-4.2%
O=C(CN1C(=O)NC2(CCCCC2)C1=O)NCCc1ccc(Cl)cc1,15.8%
Cc1ccccc1CNC(=O)c1cc(=O)[nH]c2ccccc12,-21.5%
CCCCCCC(=O)Nc1ccc2nc3c(=O)n(C)c(=O)n(C)c3nc2c1C,6.7%
Oc1ccc(Nc2nc(-c3ccccc3O)nc3ccccc23)cc1,-12.8%
CCOc1ccc(OCC(=O)NCCS(=O)(=O)N2CCN(c3ccc(F)cc3)CC2)cc1,-0.9%
Cc1noc(C)c1C(=O)N1CCC2(CC1)CN(C(=O)Cc1c[nH]c3ccccc13)CCO2,11.6%[115 µM]
C/C(=C/C(=O)c1ccccc1)NCC(O)CN/C(C)=C\C(=O)c1ccccc1 (stereo not given),-5.1%
C[C@]1(CO)[C@H]2Cc3sc(-c4ccsc4)nc3[C@@H](CC(=O)NCc3ccco3)[C@]2(C)CC[C@H]1O,?
Cc1ccc(-n2nnnc2SCC(=O)NCCc2ccccc2)cc1C,-1.0%
COc1ccc(OC)c(-c2n[nH]c3c2CC(=O)N(CCOc2ccccc2)C3)c1,-21.7%[86.2 µM]
COc1cccc(C(=O)NCc2cn3cccc(C)c3n2)c1,-9.8%
COc1cc(C(=O)Nc2ccc(-c3nc4cc(C)c(C)cc4o3)cc2)cc(OC)c1OC,?
COc1cccc(Oc2ccc(C(F)(F)F)cc2NC(=O)C2=COCCO2)c1,-26.0%

Remaining list, next part
Structure,KDM5B inhibitor
O=C(CSc1c2c(nc3ccc(Cl)cc13)CCCC2)N1CCN(c2ccc(Cl)cc2)CC1,-4.5%
Brc1cccc(-c2nc3cc4c(cc3[nH]2)OCCO4)c1,?
CN(Cc1ccc(OC(F)F)cc1)C(=O)c1n[nH]c(=O)c2ccccc12,18.4%
Cc1ccc(C(C)NC(=O)CCCOc2ccccc2C)o1 (stereo not given),-7.0%
CCNC(=O)CN(CC)CCc1ccccc1,-10.3%
O=C(Cc1ccc(C(F)(F)F)cc1)NCCc1ccccn1,-14.7%
O=C(COC(=O)Cn1cnc2ccccc21)Nc1cccc(F)c1,10.8%
COc1ccc2[nH]cc(C(C(=O)O)N3CCCCCC3)c2c1 (stereo not given),5.9%
O=C1C=C(Nc2cccc(Cl)c2)CC2(CCCCC2)C1,-3.3%
COc1ccc(C(=O)NCC(=O)OCc2ncc(-c3ccccc3)o2)cc1,14.0%
NC(N)=NCc1ccco1,-3.0%
CN1CCN(c2ccc(-c3cc4c(ccn4C)c(C(=O)NCCC(N)=O)n3)cc2)CC1,-13.4%[86.2 µM]
CN1C(=O)[C@H]2CN(Cc3ccc(Cl)c(F)c3)C[C@H]2C1=O,-5.9%
Cc1ccccc1-n1nc(C)c(CCC(=O)N2CCSCC2)c1Oc1ccccc1F,20.7%
Cc1cc(NC(=O)CCc2ccc(-c3ccccc3)o2)no1,?
COCC(=O)N1CCC2(CCN(Cc3cccc(C)n3)CC2)C(CO)C1 (stereo not given),-13.7%
O=C(NC[C@H]1OC[C@@H](N(Cc2ccccn2)Cc2ccccn2)[C@@H]1O)C1CCCC1,2.6%[86.2 µM]
Cc1cc(C)cc(C(=O)NCCn2cccc2-c2nc(-c3ccc4c(c3)OCO4)no2)c1,?
N#Cc1ccccc1NC(=O)Cn1cnc2onc(-c3cccc(F)c3)c2c1=O,16.5%
Cc1cc2cc(C(=O)N3CCC4(CC3)C(=O)N(C)c3ccccc34)ccc2o1,-17.6%

Next entries:
Structure,KDM5B inhibitor
COc1ccc2c(c1)OCC(C(=O)NCc1nnnn1-c1ccccc1)C2 (stereo not given),?
COc1cccc(OCc2nc3ccccc3n2CCOc2ccccc2C)c1,7.2%
O=C(CSc1nnc(-c2ccccc2)o1)N1CCCc2ccccc21,2.1%
Cc1ccc(CCNC(=O)CN2C(=O)COc3ccc(S(=O)(=O)N4CCCC4)cc32)cc1,-1.6%
CC(C)Cc1ccc(S(=O)(=O)N(C)CC2CCOC2)cc1 (stereo not given),27.8%
CCOC(=O)c1cnc(Nc2ccc(C)c(F)c2)c2ccccc12,-17.3%
COc1ccccc1NC(=O)Nc1ccnn1C1CCN(C(=O)CCN)CC1,?

Reprinted at random: two compounds from above, in no set order.
Structure,KDM5B inhibitor
O=C(CSc1nnc(-c2ccccc2)o1)N1CCCc2ccccc21,2.1%
COc1ccccc1NC(=O)Nc1ccnn1C1CCN(C(=O)CCN)CC1,?
